Compound activity: PubChem BioAssay, Sanford-Burnham Center for Chemical Genomics
FLuc inh counter = firefly luciferase enzyme inhibitors, primary screen, artefact control for luciferase-based inhibitor screens, biochemical, luminescence, ATPLite. actives 1.5% (n = 200,000). Luciferin 4-monooxygenase (Photinus pyralis), P08659. 10 min. AID 1006, 2008. inhibition, % at 10 µM;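 active means inhibition above about 50% when tested at 10 µM, limit read from the data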
Target sequence (P08659 whole entry, looked up): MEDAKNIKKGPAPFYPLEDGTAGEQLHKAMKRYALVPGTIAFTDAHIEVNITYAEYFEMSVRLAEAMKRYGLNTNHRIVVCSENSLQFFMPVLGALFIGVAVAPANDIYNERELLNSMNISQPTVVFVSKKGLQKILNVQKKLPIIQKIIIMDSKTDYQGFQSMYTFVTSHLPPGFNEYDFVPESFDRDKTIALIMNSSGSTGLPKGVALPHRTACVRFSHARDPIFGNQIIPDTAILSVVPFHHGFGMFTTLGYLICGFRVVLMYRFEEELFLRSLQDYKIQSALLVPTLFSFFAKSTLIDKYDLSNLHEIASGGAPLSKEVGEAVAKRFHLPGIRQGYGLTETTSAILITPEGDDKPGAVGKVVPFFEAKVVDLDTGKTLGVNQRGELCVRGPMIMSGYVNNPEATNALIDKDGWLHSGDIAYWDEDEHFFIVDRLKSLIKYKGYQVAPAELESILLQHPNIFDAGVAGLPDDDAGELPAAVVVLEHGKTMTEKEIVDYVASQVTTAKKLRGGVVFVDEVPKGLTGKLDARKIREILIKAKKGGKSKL
FLuc stim CS = FLuc activators, initial screening, artefact control for FLuc-dependent activation tests, biochemical, ATPlite luminescence; Luciferin 4-monooxygenase (Photinus pyralis), P08659; ATPlite luciferase biochemical, 10 min; 0 = ATP-free wells, 1 = DMSO control; activation factor at 10 µM; 200,000 tested, under 10 active;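 active means luciferase activation factor, scaled between plate controls, of at least 2 with compound at 10 µM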
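System: cell-free luciferase reagent; medium: PBS as buffer for the ATP substrate; doses: test compounds dosed from 2 mM stocks in 100% DMSO; incubation: 10 min, room temperature; measured by: luminescence from luciferase reaction; read-out: luciferase activation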
Starred values were filed as active, the others as inactive. Not all compounds are listed. The share of hits here may be higher or lower than overall.

Screening COc1cc2ncnc(Nc3cccc(Cl)c3)c2cc1OC returned FLuc inh counter -3.9 and FLuc stim CS 1.
`CC(=O)Nc1ccc(CC(=O)O)cc1` gave FLuc inh counter -2.8 and FLuc stim CS 1.
For N#Cc1ccc(C(c2ccc(C#N)cc2)n2cncn2)cc1 the results were FLuc inh counter -3.0 and FLuc stim CS 1.
`C/C=C/C(=O)N(CC)c1ccccc1C` gave FLuc inh counter -4.5 and FLuc stim CS 1.
`CCCc1nc(C(C)(C)O)c(C(=O)O)n1Cc1ccc(-c2ccccc2-c2nn[nH]n2)cc1` gave FLuc inh counter -6.3 and FLuc stim CS 1.1.

No new results follow: two of the compounds above.
`CC(=O)Nc1ccc(CC(=O)O)cc1` gave FLuc inh counter -2.8 and FLuc stim CS 1.
For N#Cc1ccc(C(c2ccc(C#N)cc2)n2cncn2)cc1 the results were FLuc inh counter -3.0 and FLuc stim CS 1.

Grouped by structure, those above with four or more nitrogen atoms.
For N#Cc1ccc(C(c2ccc(C#N)cc2)n2cncn2)cc1 the results were FLuc inh counter -3.0 and FLuc stim CS 1.
`CCCc1nc(C(C)(C)O)c(C(=O)O)n1Cc1ccc(-c2ccccc2-c2nn[nH]n2)cc1` gave FLuc inh counter -6.3 and FLuc stim CS 1.1.
